# Source: PubChem
# Myeloid diff MLP – compounds promoting myeloid differentiation. AID 624256. ER-HoxA9 myeloid progenitors, lysozyme-GFP differentiation, flow cytometry. 360,000 compounds, 1% hits. calls only at 10 µM;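 active = normalized GFP-positive differentiation at or above the plate's own cutoff, the solvent-only control mean plus 3 SD; inconclusive = no clear call, values can overlap the other calls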;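 also: cells exposed to compound for four days before flow analysis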
# b-catenin transl – beta-catenin nuclear translocation modulation; HeLa beta-catenin nuclear translocation, immunofluorescence imaging; nuclear translocation activity, % at 5 µM; 190,000 compounds, 0.3% hits; AID 1665;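 active = nuclear translocation activity above 50% at 5 µM, with a well cell count of 50 or more; inconclusive = wells under 50 cells across six images, flagged as toxic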;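 also: per-cell ratio of nuclear to cytoplasmic median beta-catenin stain intensity; plate controls were DMSO negative control for no effect and GSK-3 inhibitor IX positive control for full effect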
#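 assay system = human HeLa cells, endogenous beta-catenin | times = compound treatment 24 h, 37°C, 5% CO2 | detection = Anti-beta-catenin immunofluorescence on PFA-fixed, Triton-permeabilized cells, DAPI nuclei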
# Lipid droplet – modulators of hepatic lipid droplet formation | AML12 mouse hepatocytes, oleate lipid droplets, BODIPY imaging | inhibition, % at 6.5 µM | 240,000 compounds, 0.4% hits;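 active = lipid droplet intensity inhibited by at least 50%, with more than 500 cells counted; inconclusive = wells with under 300 cells, treated as cytotoxic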
#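 Technique: fluorescence imaging, 20x objective, two fields per well / Assay system: AML12 hepatocytes (mouse) / Measure: % inhibition of lipid droplet signal / Doses: 6.5 µM single-point dosing / Incubation: overnight exposure / Reagent: 100 µM oleic acid challenge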
# Ins promoter up – MIN6 insulin promoter up-regulation; AID 1625; 190,000 compounds, 0.3% hits; z-score at 5 µM; MIN6 insulin promoter-GFP reporter, high-content imaging; hits give high values;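 active = z-score above 3 at 5 µM with at least 500 cells counted in the well; inconclusive = wells under 500 cells, flagged as cytotoxic or low count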
# TNAP activators – human TNAP enzyme activators, primary screen, biochemical, luminescent, no phosphate acceptor, uHTS (AID 1001) | purified TNAP, luminescent activation assay, no phosphate acceptor; higher activation fold means a stronger effect | one-dose activation fold at 20 µM; EC50 in µM for titrated hits | 200,000 compounds, 0.03% hits; in the data active = activation fold from about 3, or a potency from the dose series; inactive = the rest, 99 in 100 with activation fold below about 1.6; also: many of its hits are not listed in these tables
# Dynein transport – blocks dynein driven cargo transport along microtubules | 3617.4 mouse cells, GR-EGFP nuclear translocation imaging; test concentration mostly 20 µM; stimulated with dexamethasone, 1 µM; hits give low values | 220,000 compounds, 0.47% hits | AID 1381 | z-score, hits read low;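 active = plate z-score of nuclear minus cytoplasmic receptor signal below a set negative limit, without overly bright fluorescence or cell loss, cut at about -3.5 in these data, passing the limit was not always enough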;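 also: z-score of nuclear minus cytoplasmic ring GR-EGFP intensity difference per well; some compounds called inactive have numbers as strong as hits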
#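 Buffer or medium: tetracycline-free induction medium containing charcoal-stripped FBS / Reagent: dexamethasone agonist, 1.0 µM final, for 30 min / Technique: automated 10x imaging of fixed Hoechst-stained cells / Times: induction 48 h, compound 1 h, agonist 30 min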
# MT stabilizer – microtubule stabilizers in HeLa cells. 200,000 compounds, 0.83% hits. AID 2205. % tubulin-high responders, % at 10 µM. HeLa tubulin immunostaining HCS, 24 h; share of cells brighter than vehicle mean+2SD;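 active = plate Z-score above 3 for both tubulin-high and condensed-nucleus cell shares, with cell loss under 80%, at 10 µM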;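 also: anti alpha tubulin signal scored within the nucleus-defined area of each cell; some results filed as inactive read as strong as hits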
# PMI inhibitors – MPI enzyme activity inhibition – biochemical, fluorescence intensity, coupled assay, primary screen (AID 1209). purified PMI enzyme, coupled fluorescence intensity; higher % means a stronger effect. 190,000 compounds, 0.42% hits. inhibition, % at 20 µM; hits with a dose series show IC50 in µM; in the data active = inhibition above about 50%;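 also: plate controls were DMSO vehicle for no effect and wells lacking substrate for full effect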
# T cell modulator – modulates CD8 T cell binding to vesicles. 2C CD8+ T cell-vesicle binding, flow cytometry; hits give low values. calls only at 7 µM. 330,000 compounds, 0.068% hits;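 active = response, share of CD8 T cells binding vesicles, and their 90th percentile fluorescence all below set limits, cut at about 80% in these data, passing the limit was not always enough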
#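 System: murine 2C transgenic CD8+ T lymphocytes; also added: QL9-loaded Drosophila micro-vesicles; times: binding 1.5 h at 37 °C; measured by: flow cytometry, PE anti-B7-1 (FL2) versus Alexa647 anti-CD8 (FL8), PFA-fixed; control set: Peptide-free naked vesicles (low) and QL9 vesicles with 0.7% DMSO vehicle (high)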
# Dynein transport cytoplasmic EGFP – recorded beside Dynein transport, whose call it bears; z-score; measured here: cytoplasmic GR-EGFP intensity; hits give high values
# Dynein transport nuclear GR-EGFP – also measured in Dynein transport; calls as there; z-score; measured here: nuclear GR-EGFP intensity;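 lower value marks the stronger effect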
# Dynein transport cell count – second read-out of Dynein transport, no call of its own (marks repeat the call); z-score; measured here: cell count per field
# Ins promoter up cell count – second read-out of Ins promoter up, no call of its own (marks repeat the call); cell count; measured here: cytotoxicity, nuclei count;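 total cells summed across four imaged fields per well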
# Lipid droplet cells 6.5 µM – further read-out of Lipid droplet, marked with its call; cell count; measured here: cell count, cytotoxicity flag;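 cells counted across two imaged fields per well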
# b-catenin transl cell count 5 µM – recorded beside b-catenin transl, whose call it bears; cell count; measured here: cell count, cytotoxicity flag
# T cell modulator vesicle-bound % – second read-out of T cell modulator, no call of its own (marks repeat the call); double positive events, %; measured here: CD8+ vesicle-bound cell fraction;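 binding gate set so that unloaded-vesicle control wells show 10% double positive cells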
# MT stabilizer Hoechst-high % – recorded beside MT stabilizer, whose call it bears; % Hoechst-high responders; measured here: nuclear condensation Hoechst responders;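 share of cells brighter than vehicle mean plus two SD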
# MT stabilizer cytotoxicity % – also measured in MT stabilizer; calls as there; toxicity, %; measured here: cytotoxicity by cell density;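 0% = mean cell density of plate MIN control wells and 100% = no cells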
# Myeloid diff MLP GFP+ MAC1+ % – further read-out of Myeloid diff MLP, marked with its call; GFP+ MAC1+ double positive, %; measured here: differentiation confirmed by MAC1 staining
# Active calls of the source: *; i = inactive; u = inconclusive; x = not tested or not shown.
SMILES,Myeloid diff MLP,Myeloid diff MLP GFP+ MAC1+ %,b-catenin transl,b-catenin transl cell count 5 µM,Lipid droplet,Lipid droplet cells 6.5 µM,Ins promoter up,Ins promoter up cell count,TNAP activators,Dynein transport,Dynein transport cytoplasmic EGFP,Dynein transport nuclear GR-EGFP,Dynein transport cell count,MT stabilizer,MT stabilizer Hoechst-high %,MT stabilizer cytotoxicity %,PMI inhibitors,T cell modulator,T cell modulator vesicle-bound %
CC(=O)Oc1ccccc1C1OCCN1C(C)=O (stereo not drawn),i,0.5,x,x,10,762,-0.46,1272,1.1,0.53,0.3,0.83,0.34,2.6,2.1,5.6,12%,i,31
CCOC(=O)C(C(=O)Nc1ccccc1)C1CCCCC1 (stereo not drawn),i,0.1,-5.9,1044,x,x,0.86,1376,1.1,-1.4,4.2,-0.33,0.45,3.5,2.4,1.7,3%,i,40
CCCNC(=O)CSc1nnc(C)s1,i,0.7,x,x,x,x,0.32,824,1.1,-0.36,-0.026,-0.019,0.39,1.7,1.4,7.5,1%,i,22
[2H]c1c([2H])c([2H])c(C(=O)c2sc(N3CCCCCC3)nc2-c2ccccc2)c([2H])c1[2H],i,1.0,-1.3,1426,x,x,-0.78,974,1.1,-0.67,-0.21,0.21,1.3,2.5,1.3,8.7,27%,i,24
O=C(NC1CC1)c1ccc(-c2nc3ccccc3s2)s1,i,0.4,-1.1,1367,x,x,-0.01,1669,1,-0.016,-0.22,-0.077,0.31,1.6,1.5,5.0,-4%,i,42
CSc1ccc(-c2c(C#N)c(N)nc3c2c(C)nn3-c2ccccc2)cc1,i,0.8,-3.9,940,x,x,0.15,1293,1.1,-0.55,0.0094,0.072,0.087,6.0,15,3.2,11%,i,13
COC(=O)c1ccc2nc(-c3ccc(S(C)(=O)=O)cc3)cn2c1,i,0.8,-1.6,1020,x,x,1.6,1184,1,0.72,-0.24,0.57,0.22,3.5,2.4,6.1,-15%,i,21
COC(=O)CCC(=O)Nc1ccc(OC)cc1,i,0.8,0.7,1025,-16,712,0,1650,1.1,0.39,-0.24,0.27,0.73,3.8,2.6,5.0,0%,i,50
CCC(=O)Nc1nnc(CCc2ccccc2)s1,i,0.4,-6.2,1084,6,746,0.63,1078,1,0.44,-0.27,0.12,0.54,2.1,1.5,2.1,11%,i,40
CC(C)(C)SCCNS(=O)(=O)c1ccccc1,i,3.5,-5.5,875,x,x,1.2,1031,1.1,0.021,-0.21,-0.18,0.39,1.3,1.2,4.5,-10%,i,28
Cc1cc(NC(=O)c2sccc2C)n(-c2nc3ccccc3[nH]2)n1,i,0.3,0.3,1514,60*,716*,-1.2,1114,2.1,0.09,-0.25,0.27,0.44,4.8,3.1,2.1,3%,i,53
COc1cc(OC)cc(C(=O)Nc2ccc(S(=O)(=O)Nc3nc(C)cc(C)n3)cc2)c1,i,0.7,0.8,1430,-14,527,0.04,1520,1,-0.84,-0.36,-0.34,1.6,3.1,2.5,0.9,6%,i,54
CC1Cc2ccccc2N1C(=O)CSc1nccc(=O)[nH]1 (stereo not drawn),i,0.2,1.3,928,0,690,x,x,1.1,-0.23,-0.25,-0.44,0.59,1.2,1.8,6.1,-7%,i,58
COc1ccc(C(=O)/C=C/c2ccccc2)c(O)c1,i,1.2,-1.1,1146,0,688,0.6,1268,1.1,-3.1,1.1,-1.2,-3.7,4.8,1.0,12,6%,i,12
CCOC(=O)/C(C#N)=C\N(C)C,i,1.3,x,x,x,x,x,x,1,-0.24,-0.23,-0.71,0.4,1.6,1.4,6.5,-5%,i,31
O=C(CCCOc1ccccc1)Nc1cccc([N+](=O)[O-])c1,i,0.2,-0.4,1024,-1,669,-0.8,1612,1,-0.32,-0.14,0.016,-0.47,3.1,2.9,3.5,2%,i,62
CC(OC(=O)c1ccc(S(=O)(=O)N(C)C)cc1)C(=O)Nc1ccc(Cl)cn1 (stereo not drawn),i,0.4,-4.0,1127,8,725,x,x,1.1,-1.4,0.41,-0.91,1.3,4.6,3.1,6.1,1%,i,18
OCCOCCNc1ncnc2c1cnn2-c1ccccc1,i,1.9,-3.2,1196,-3,431,x,x,1.1,-0.19,-0.29,0.012,-0.56,4.8,2.0,10,-7%,i,7
CC1(C)Cc2c(sc3nc(SCC(=O)NCc4ccccc4)n(-c4ccccc4)c(=O)c23)CS1,i,2.0,-0.5,1309,x,x,0.25,1569,1.1,-0.42,-0.23,-0.93,0.56,3.5,2.2,8.4,4%,i,49
O=c1[nH]cc(F)c(=O)[nH]1,i,2.7,x,x,-62,535,x,x,1,0.35,-0.26,0.61,0.2,0.9,0.3,15,5%,i,44
O=C(O)CCC(=O)Nc1nc2nccc(-c3ccccc3)n2n1,i,0.7,1.7,1324,x,x,0.33,1226,x,-0.35,-0.28,-0.41,1.1,x,x,x,x,i,53
Cc1ccc(S(=O)(=O)NCC(=O)N(CC(=O)NCC2CCCO2)Cc2ccccc2)cc1 (stereo not drawn),i,0.4,0.3,1154,0,727,-0.9,919,1.1,0.18,-0.21,0.2,-0.26,2.1,2.0,8.7,6%,i,7
CCc1ccc(C(=O)Nc2ccc(OC)c(S(=O)(=O)N3CCOCC3)c2)cc1,i,0.5,-1.1,1164,12,697,-0.08,1200,1.2,0.84,-0.32,-0.16,0.54,3.7,3.5,9.2,7%,i,42
Cc1[nH]n(-c2ccccc2)c(=O)c1N=Nc1cccc(S(=O)(=O)N2CCOCC2)c1,i,0.4,-2.1,1088,-4,616,0.36,1514,1,-0.55,0.25,-0.15,0.22,4.1,2.7,3.7,16%,i,55
O=C(CCN1C(=O)/C(=C/c2cccs2)SC1=S)NC1=NCCS1,i,0.7,1.0,921,0,642,x,x,0.9,0.13,-0.24,0.093,0.047,3.2,2.1,5.2,7%,i,39
COc1cccc(OC)c1C(=O)Nc1nnc(C(C)C)s1,i,0.8,0.6,868,x,x,1.6,1642,1,-0.51,-0.19,0.084,0.46,5.5,2.3,9.3,11%,i,21
COC(=O)c1cccc(S(=O)(=O)N2CCCCC2)c1,i,7.8,0.1,1133,x,x,0.26,1074,1,-0.16,-0.3,0.0036,0.3,4.5,2.7,9.0,2%,i,48
Cc1cccc(C)c1NC(=S)N1CCC(N(C)CC2CCCO2)CC1 (stereo not drawn),i,7.8,x,x,9,797,x,x,1.2,1.7,0.0056,1.2,-1.3,1.8,1.6,6.8,3%,i,39
CCOc1ccc(C(c2c(NC(=O)c3ccccc3)sc(C)c2C)N2CCN(C)CC2)cc1 (stereo not drawn),i,0.6,2.7,1037,-28,439,-1.6,1089,1,-0.072,-0.24,-0.14,0.026,4.7,2.1,9.4,18%,i,16
COc1cc(/C=C(/Sc2nnc(-c3ccc(F)cc3)o2)C(=O)O)ccc1OC(F)F,i,0.5,-3.1,1055,0,700,-0.65,1167,1,0.22,-0.19,-0.25,0.034,2.6,3.4,2.2,-12%,i,56
Cc1ccccc1NC(=O)c1cccc2nccnc12,i,6.7,0.5,1195,x,x,0.12,1315,1.1,0.074,-0.19,0.15,0.2,5.0,2.7,0.2,-1%,i,17
Cc1ccc(-c2nnn(CC(=O)N(CCN3CCOCC3)C(C(=O)NC(C)(C)C)c3ccc(C)o3)n2)cc1 (stereo not drawn),i,0.4,-0.7,1354,-8,739,0.09,1044,x,-0.099,0.6,0.48,-0.051,x,x,x,x,i,46
O=C1c2ccccc2C(=O)N1OCc1ccccc1[N+](=O)[O-],i,0.6,-0.8,940,-4,739,-0.05,1598,1.1,-0.65,0.39,0.26,0.74,3.4,3.9,9.1,9%,i,54
CCN1CCS/C1=C/C=C/C1=[N+](CC)CCS1,u,x,-0.9,467,-8,590,u,x,0.8,-0.36,-0.24,-0.44,0.051,4.5,3.9,0.4,-4%,i,46
COc1ccc2cc(C(c3nnnn3CCc3ccccc3)N3CCCC(C)C3)c(=O)[nH]c2c1 (stereo not drawn),i,2.1,-3.1,1153,x,x,-1.3,817,1.1,-1.1,-0.29,-0.36,0.74,6.3,2.9,7.7,-22%,i,12
